TDP1 cell noCPT: qHTS for Inhibitors of human tyrosyl-DNA phosphodiesterase 1 (TDP1): qHTS in cells in absence of CPT | DT40 Tdp1-/- hTDP1 cells, no CPT, ATP luminescence, 48 h | Potency, µM (top dose mostly 46.2 µM), without a hit: at the highest dose activity change, negative = growth inhibition, actives largely listed as inhibitors | 420,000 compounds, 15% hits | AID 686978, 2013; further: nearly all actives have a fitted effect of over 55% in size
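No-CPT arm: Tdp1-/-;hTDP1 DT40 cells (400/well) plus compounds, incubated ≥48 hr at 37 °C. Readout CellTiter-Glo luminescence.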
TDP1 cell CPT: growth inhibition of DT40 Tdp1-/-;hTDP1 cells with camptothecin (screen for TDP1 inhibitors); chicken DT40 Tdp1-/-;hTDP1 cells + 20 nM CPT, ATP luminescence, 48 h; 420,000 compounds, 12% hits; Potency, µM (titrated, usually from 46.2 µM), inactives show at the top dose activity change, negative = growth inhibition, usual class: inhibitors; AID 686979; further: nearly all actives have a fitted effect of over 55% in size
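Chicken DT40 Tdp1-/- cells complemented with human TDP1, 400 cells/well, exposed to compounds plus 20 nM camptothecin for at least 48 h at 37 C; viability read as ATP content by CellTiter-Glo luminescence.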
KAT2A inh: inhibitors of human GCN5L2 histone acetyltransferase; Potency, µM (top dose mostly 58.9 µM), for inactives: top-dose activity change, negative = inhibition, hits mostly inhibitors; 390,000 compounds, 0.21% hits; GCN5L2 HAT assay, ThioGlo1 CoA-SH fluorescence; Q92830
Target sequence (Q92830 whole entry, looked up): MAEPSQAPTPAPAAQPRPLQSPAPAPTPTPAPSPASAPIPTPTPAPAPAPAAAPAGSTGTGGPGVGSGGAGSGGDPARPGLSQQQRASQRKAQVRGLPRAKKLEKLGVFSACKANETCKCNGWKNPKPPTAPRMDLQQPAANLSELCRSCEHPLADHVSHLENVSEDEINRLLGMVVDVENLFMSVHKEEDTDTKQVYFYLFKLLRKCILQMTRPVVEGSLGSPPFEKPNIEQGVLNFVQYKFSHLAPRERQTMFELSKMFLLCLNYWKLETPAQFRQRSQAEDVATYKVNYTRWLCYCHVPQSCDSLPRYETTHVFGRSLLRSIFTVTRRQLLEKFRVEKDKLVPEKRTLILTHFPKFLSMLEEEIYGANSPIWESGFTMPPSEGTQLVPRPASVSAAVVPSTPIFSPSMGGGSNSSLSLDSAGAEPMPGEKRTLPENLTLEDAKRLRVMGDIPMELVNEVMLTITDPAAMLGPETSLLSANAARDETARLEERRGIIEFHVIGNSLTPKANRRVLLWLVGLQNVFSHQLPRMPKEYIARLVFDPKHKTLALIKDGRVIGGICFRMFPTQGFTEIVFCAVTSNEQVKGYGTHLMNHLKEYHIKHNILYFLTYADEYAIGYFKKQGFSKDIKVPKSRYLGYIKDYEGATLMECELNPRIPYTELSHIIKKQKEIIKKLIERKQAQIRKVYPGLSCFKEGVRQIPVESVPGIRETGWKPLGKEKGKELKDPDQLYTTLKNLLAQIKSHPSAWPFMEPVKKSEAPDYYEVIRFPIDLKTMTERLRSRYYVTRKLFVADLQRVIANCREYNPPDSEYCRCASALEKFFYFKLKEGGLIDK
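Fluorescence readout, Ex340nm/Em540nm: ThioGlo1 (50uM final) reacts with free CoA thiol released as 20nM GCN5L2 acetylates H3(1-25) peptide (75uM) using acetyl-CoA (70uM). Compound and enzyme sat 15 min beforehand; 20 min room-temperature reaction.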
* = called active by the depositor; ? = inconclusive; · = no result given; & = joins results of further samples; ! = repeats disagree; [ ] = another dose, or the depositor's remark. The call rests on the fitted dose curve; in most records, active means well fitted curve in the direction sought with a large enough effect; inconclusive means small, poorly fitted or top-dose-only effect, or another doubt; inactive means no such curve, though single readings can be large; an effect the other way counts as inactive or inconclusive. On the % scale 0 is the no-effect control and ±100 the full control effect; potency means the concentration at half of the fitted maximal effect.

1) COc1cc2c(cc1OC)C(c1c(O)n(CCc3ccccc3)c(=S)[nH]c1=O)NCC2 (stereo not drawn)
2) CC(C)n1nc(-c2cc3cc(O)ccc3[nH]2)c2c(N)ncnc21
3) CC(=O)O[C@H]1[C@H]2O[C@]23[C@@H]2CC[C@]4(O)C[C@@H](O)CC[C@]4(C)C2CC[C@]3(C)[C@H]1c1ccc(=O)oc1 (stereo partly drawn)
4) CCCCCC[C@H]1C(=O)O[C@H](C)[C@H](NC(=O)c2cccc(NC=O)c2O)C(=O)O[C@@H](C)[C@@H]1OC(=O)CC(C)C
5) C=CCn1c(O)c(C(CC)=Nc2cc(OC)ccc2OC)c(=O)[nH]c1=O
6) Cc1[nH]c2c(Cl)cccc2c(=O)c1CN1CCCCCC1
7) O=C1NC(=O)C(=Cc2cn(CCOc3ccc4c(c3)OCO4)c3ccccc23)C(=O)N1
8) C=C(C=O)CC1CC(O)[C@]2(C)OC3CC4OC5C[C@]6(C)O[C@]7(C)CCC8OC9C[C@]%10(C)OC%11C(C)=CC(=O)OC%11CC%10OC9C[C@@H](C)C8OC7CC6O[C@]5(C)CC5OC5C4OC3CC2O1 (stereo partly drawn)

| assay / entry | 1 | 2 | 3 | 4 | 5 | 6 | 7 | 8 |
| --- | --- | --- | --- | --- | --- | --- | --- | --- |
| TDP1 cell noCPT | 4% | 0.17µM* | 3.7µM* | 0.019µM* | ? | -16% | 21µM* | 0.37µM* |
| TDP1 cell CPT | 45%[activator] | 0.094µM* | 6.5µM* | 0.017µM* | ? | ? | ? | 0.41µM* |
| KAT2A inh | -29% | · | -4% | · | -3% | -14% | -7%[0.501 µM] | -3% |

9) c1ccc2sc(C3(N4CCCCC4)CCCCC3)cc2c1
10) CCCc1cc(N2CCN(c3cccc(C)c3C)CC2)n2cnnc2n1
11) COc1ccc(CNC(=O)CSCc2cnn(-c3ccccc3)c2-n2cccc2)cc1OC
12) CCN(CC)C(=O)Oc1ccc(OC(=O)N(CC)CC)cc1
13) C[C@@]1(CO)[C@H](O)CC[C@@]2(C)[C@H]1CC[C@H]1C[C@@H]3C[C@@]12CC[C@]3(O)CO
14) CC(c1ccccc1F)n1cc(C(=O)Nc2ccc3nc[nH]c3c2)nn1 (stereo not drawn)
15) CC1CN=C(Nc2ccc(F)cc2)S1 (stereo not drawn)
16) CCOP(=S)(OCC)SCSP(=S)(OCC)OCC

| assay / entry | 9 | 10 | 11 | 12 | 13 | 14 | 15 | 16 |
| --- | --- | --- | --- | --- | --- | --- | --- | --- |
| TDP1 cell noCPT | 18µM* | 18µM* | 13µM* | ? | 0.13µM* | -25% | 6% | ? |
| TDP1 cell CPT | 27µM* | 16µM* | 15µM* | ? | 0.1µM* | -17% | 1% | -5% |
| KAT2A inh | -3% | -5% | -6% | -1% | 0%&5% | -6% | -6% | · |

17) COc1ccc(CCNC(=O)c2c(N)n(CCN3CCOCC3)c3nc4ccccc4nc23)cc1
18) CCC(=O)N1CC(=O)Nc2ccc(F)cc2C1c1ccccc1 (stereo not drawn)
19) COc1c(C=C2C(=O)NC(=O)NC2=O)c(CCN(C)C(=O)c2ccccc2)cc2c1OCO2
20) CCCOc1ccccc1OCC(=O)N1CCN(CC(=O)N2CCOCC2)CC1
21) O=C1NC(=S)NC(=O)C1=Cc1cccn1-c1ccc(O)cc1
22) CN1CCN(c2ccc([N+](=O)[O-])c(NCC3CCCO3)c2)CC1 (stereo not drawn)
23) COc1ccc(OC)c(C(c2c(O)c3ccccc3oc2=O)c2c(C)n(C)n(-c3ccccc3)c2=O)c1 (stereo not drawn)
24) COc1ccc(/C=C/C(=O)c2c(O)n(CCC3=CCCCC3)c(=O)[nH]c2=O)cc1OC

| assay / entry | 17 | 18 | 19 | 20 | 21 | 22 | 23 | 24 |
| --- | --- | --- | --- | --- | --- | --- | --- | --- |
| TDP1 cell noCPT | 18µM* | -15% | -18% | -27% | 5.2µM* | ? | -22%&-9% | ? |
| TDP1 cell CPT | 21µM* | -8% | 4% | -3% | 3.7µM* | -22% | -11%&-8% | ? |
| KAT2A inh | -11% | -15% | 0% | · | ? | 1% | -10%&0% | -11% |

4 entries drawn at random from the list so far, as already listed:
24) COc1ccc(/C=C/C(=O)c2c(O)n(CCC3=CCCCC3)c(=O)[nH]c2=O)cc1OC
18) CCC(=O)N1CC(=O)Nc2ccc(F)cc2C1c1ccccc1 (stereo not drawn)
19) COc1c(C=C2C(=O)NC(=O)NC2=O)c(CCN(C)C(=O)c2ccccc2)cc2c1OCO2
20) CCCOc1ccccc1OCC(=O)N1CCN(CC(=O)N2CCOCC2)CC1

| assay / entry | 24 | 18 | 19 | 20 |
| --- | --- | --- | --- | --- |
| TDP1 cell noCPT | ? | -15% | -18% | -27% |
| TDP1 cell CPT | ? | -8% | 4% | -3% |
| KAT2A inh | -11% | -15% | 0% | · |

The list goes on:
25) O=c1[nH]c(=S)[nH]c(O)c1N=Nc1ccc2c(c1)OCO2
26) Cc1cc(=O)oc2c3c(cc(OCC(=O)N4CCC[C@H]4C(=O)O)c12)OC(C)(C)CC3
27) O=C(c1ccc(F)cc1)N1CCC(c2nc(-c3ccc(S(=O)(=O)N4CCCC4)cc3)no2)CC1
28) OCC(CBr)(CBr)CBr
29) Oc1ccccc1-c1ccccc1
30) COCOC1CCC2C3CCC4=CC(=O)CCC4=C3C=CC12C (stereo not drawn)
31) COc1cc(-n2c(=S)[nH]c3ccc(C)cc3c2=O)c(Cl)cc1Cl
32) O=C1NC[C@H](CCCCN2C[C@H](Cc3ccccc3)N(CCC3CCCCC3)C(=O)C2=O)N(CCC2CCCCC2)C1=O

| assay / entry | 25 | 26 | 27 | 28 | 29 | 30 | 31 | 32 |
| --- | --- | --- | --- | --- | --- | --- | --- | --- |
| TDP1 cell noCPT | -3% | -4% | 12µM* | ? | -10% | ? | 18µM* | ? |
| TDP1 cell CPT | ? | -7% | 21µM* | -1% | 0% | ? | 8.2µM* | ? |
| KAT2A inh | 0% | ? | -3% | -3% | -29% | · | -11% | · |

33) O=C(c1cccs1)N1C2CCC1CC(O)(c1cccnc1)C2 (stereo not drawn)
34) O=c1[nH]c(O)c(C=Nc2cccc(F)c2)c(=O)[nH]1
35) CCN(CC)CCNC(=O)c1nn(-c2ccc(C)cc2)c(=O)c2c1c1ccccc1n2C
36) O=C(C[C@@H]1CC[C@@H]2[C@H](COC[C@H](O)CN2Cc2cccc(C(F)(F)F)c2)O1)NCc1ccc(Cl)cc1
37) CCCCCc1nc2ccccc2c(=O)n1-c1ccccc1[N+](=O)[O-]
38) Cc1ccc(NC(=O)c2cc(-c3cc(Cl)ccc3C)n[nH]2)cc1NS(C)(=O)=O
39) N#CC(C#N)=NNc1ccc(S(=O)(=O)N2CCCC2)cc1
40) CCOC(=O)c1nc2ccccc2c(=O)n1-c1cccc(C)c1

| assay / entry | 33 | 34 | 35 | 36 | 37 | 38 | 39 | 40 |
| --- | --- | --- | --- | --- | --- | --- | --- | --- |
| TDP1 cell noCPT | -12% | -4% | 21µM* | 8.2µM* | 16µM* | ? | 16µM* | ? |
| TDP1 cell CPT | -7% | 6% | -14% | 12µM* | ? | 23µM* | ? | ? |
| KAT2A inh | 3% | -8% | -8% | · | -5% | · | -9% | -1% |

Whole records, looked up by structure:
O=C(C[C@@H]1CC[C@@H]2[C@H](COC[C@H](O)CN2Cc2cccc(C(F)(F)F)c2)O1)NCc1ccc(Cl)cc1 is listed with TDP1 cell noCPT: 8.2µM*; TDP1 cell CPT: 12µM*; KAT2A inh: ·
N#CC(C#N)=NNc1ccc(S(=O)(=O)N2CCCC2)cc1 is listed with TDP1 cell noCPT: 16µM*; TDP1 cell CPT: ?; KAT2A inh: -9%
Cc1ccc(NC(=O)c2cc(-c3cc(Cl)ccc3C)n[nH]2)cc1NS(C)(=O)=O is listed with TDP1 cell noCPT: ?; TDP1 cell CPT: 23µM*; KAT2A inh: ·

(next part)
41) COCCN(CCOC)S(=O)(=O)c1ccc(C(=O)Nc2sc3c(c2C(N)=O)CCCC3)cc1
42) COC(=O)C1=C(c2ccccc2OCc2ccccc2)C[C@@H]2CC[C@H]1N2C
43) Cc1noc(C(=O)Nc2sc3c(c2C#N)CCC3)c1Cl
44) CNS(=O)(=O)c1ccc(N=Cc2c(O)n(-c3cccc(C)c3)c(=O)[nH]c2=O)cc1
45) CCOC(=O)[C@]12Cc3cc(Cl)ccc3[C@H]1N(Cc1ccccc1)C(=O)c1cc(OC)ccc12
46) O=C1C(Cl)=CC(=Nc2ccc(O)cc2)C=C1Cl
47) CN(C(=O)c1ccc(Cl)nc1)C1(c2ccccc2Cl)CCCCC1=O (stereo not drawn)
48) O=C1CN(C(=O)CN2CCCCC2)C(c2ccccc2)c2cc(Br)ccc2N1 (stereo not drawn)

| assay / entry | 41 | 42 | 43 | 44 | 45 | 46 | 47 | 48 |
| --- | --- | --- | --- | --- | --- | --- | --- | --- |
| TDP1 cell noCPT | ? | 23µM* | ? | -1% | 5.8µM* | 2.6µM* | -22% | 0% |
| TDP1 cell CPT | ? | ? | ? | 1% | 4.6µM* | 1.3µM* | -18% | -11% |
| KAT2A inh | 1% | · | -15% | -11% | · | -12%&-14% | -1% | 0% |

49) CC1CCC(C(C)C)C(OC(=O)Cn2c(COc3ccccc3)[n+](C)c3ccccc32)C1 (stereo not drawn)
50) C(=N\NC1=NCCCCC1)/c1c[nH]c2ccccc12
51) CC(C1OC(C)(C)C(O)C1O)C1CC[C@@]2(C)C3=CCC4C(C)(C)C(=O)CC[C@]4(C)C3CC[C@@]12C (stereo partly drawn)
52) CN1C(=O)NC(=O)C2(CCCC2)C1=O
53) O=C1NCN(c2ccccc2)C12CCN(C(c1cccs1)c1nnnn1C1CCCCC1)CC2 (stereo not drawn)
54) O=c1[nH]c(O)c(/C=C2/C=CC(c3cc(Cl)ccc3Cl)=N2)c(=O)[nH]1
55) COC[C@]12CN(C=O)C3C4C(OC)C1[C@@]3(C1CC3(O)C(OC)C(O)C4(OC(C)=O)C1C3OC(=O)c1ccccc1)[C@@H](OC)CC2O (stereo partly drawn)
56) Cc1ccc(N)cc1C

| assay / entry | 49 | 50 | 51 | 52 | 53 | 54 | 55 | 56 |
| --- | --- | --- | --- | --- | --- | --- | --- | --- |
| TDP1 cell noCPT | 1µM* | ? | ? | 0% | 16µM* | 6.5µM* | 28% | -5% |
| TDP1 cell CPT | 0.58µM* | ? | ? | 5% | 16µM* | 5.8µM* | 19% | 0% |
| KAT2A inh | 15% | 6% | -15% | · | · | 1% | -4% | · |

57) CCCCCNc1c(C(=O)OCC)c(=O)[nH]c2ccccc12
58) CCOC(=O)[C@]12Cc3ccccc3[C@H]1N(C1CCCCC1)C(=O)c1cc(OC)ccc12
59) COc1ccccc1N1CCN(Cc2ccc(Br)cc2)CC1
60) C[N+](C)(C)Cc1ccccc1
61) CC1=NN(c2ccccc2)C(=O)/C1=C/c1c(O)[nH]c(=S)[nH]c1=O
62) CCCn1c(C)c(C(=O)c2cccc3ccccc23)c2ccccc21
63) Oc1cc2c(cc1O)[C@H]1c3ccccc3CN[C@@H]1CC2
64) CSc1ncc(/C=C2/C(=O)NC(=O)N(c3ccc(C(C)C)cc3)C2=O)cn1

| assay / entry | 57 | 58 | 59 | 60 | 61 | 62 | 63 | 64 |
| --- | --- | --- | --- | --- | --- | --- | --- | --- |
| TDP1 cell noCPT | 13µM* | 3.7µM* | ? | 0% | ? | 13µM* | 13µM* | -30% |
| TDP1 cell CPT | ? | 2.9µM* | ? | -5% | ? | 27µM*! | 14µM* | 3% |
| KAT2A inh | -3% | · | ? | -1% | 4% | -5%&-23% | -2% | -3% |

65) C=CCn1c(O)c(C(CC)=Nc2ccc(C(=O)O)cc2)c(=O)[nH]c1=O
66) COc1cc2c(cc1OC)-c1c(OC)c(OC)cc3c1[C@H](C2)[N+](C)(C)CC3
67) Cc1cccc(NC(=O)[C@@H](NC(=O)N2C[C@H]3C[C@@H](C2)c2cccc(=O)n2C3)C(C)C)c1
68) COc1ccccc1-n1c(/C=C/c2ccc(O)cc2)nc2ccccc2c1=O
69) CNCCc1ccc(OC)c(OC)c1
70) CC(C)C[C@H]1CN([C@@H](CC(C)C)CN2CCCC2CN2C(=S)NC[C@@H]2Cc2ccc(O)cc2)C(=S)N1CC1CCCCCC1 (stereo partly drawn)
71) O=[N+]([O-])c1ccc(OP(=O)(O)Oc2ccc([N+](=O)[O-])cc2)cc1

| assay / entry | 65 | 66 | 67 | 68 | 69 | 70 | 71 |
| --- | --- | --- | --- | --- | --- | --- | --- |
| TDP1 cell noCPT | 5% | 10% | -9% | ? | -18% | 18µM* | -10% |
| TDP1 cell CPT | -1% | 14% | 4% | ? | -27% | 18µM* | 0% |
| KAT2A inh | 2% | -14% | -17% | -19% | ? | · | · |

Screening results as filed in PubChem.

Some of the compounds tested; the hit share may differ from the screen's.
